Assay outcomes as filed in PubChem.
Vc quorum ag: induces V. cholerae light production without autoinducers; AID 588436; V. cholerae BH1578 lux reporter, luminescence, 6 h; 350,000 tested, 0.16% active; activation, % at 18.7 µM; in the data active means activation mostly above about 9.7%, no sharp cut-off; inconclusive means no clear call, values can overlap the other calls; inactive means mostly below about 3.7%; further: not every result past the cut was called active; inactives centre near 0; reference of the scale not given here
Anthrax LF prot: anthrax lethal factor protease inhibition; inhibition, % at 10 µM; 360,000 tested, 0.12% active; P15917; multiplex microsphere protease cleavage assay, LF; further: plate controls were buffer without enzyme for full effect and enzyme alone for no effect
PriA SSB inh: blocks PriA binding to SSB C-terminal tail. AlphaScreen SSBct-PriA binding, biotinylated peptide. inhibition, % at 33 µM. 430,000 tested, 0.6% active. AID 1272365; in the data active means inhibition mostly above about 37%, no sharp cut-off; inactive means mostly below about 20%;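 further: plate controls were negative control peptide for no effect and reference peptide for full effect; strong numbers were not always called active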
DUSP3 inh: blocks human VHR1 dual specificity phosphatase | 290,000 tested, 0.52% active | P51452 | inhibition, % at 13.3 µM | recombinant VHR phosphatase, pNPP absorbance; in the data active means inhibition above about 50%; further: some compounds called inactive have numbers as strong as hits
Target sequence (P51452 whole entry, looked up): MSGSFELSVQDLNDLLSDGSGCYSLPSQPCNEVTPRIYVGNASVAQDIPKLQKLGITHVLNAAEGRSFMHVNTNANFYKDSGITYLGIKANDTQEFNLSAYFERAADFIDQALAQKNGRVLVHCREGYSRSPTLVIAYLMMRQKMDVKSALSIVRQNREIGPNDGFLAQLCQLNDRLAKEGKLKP
3CLpro inhibitor: SARS-CoV 3CLpro protease inhibition; recombinant SARS-CoV 3CLpro, quenched FRET peptide cleavage; AID 1706; inhibition, % at 6 µM; P0C6X7; 290,000 tested, 0.14% active; in the data active means inhibition above about 12%
Yp Topo-I inh: inhibitors of Yersinia pestis topoisomerase I | 360,000 tested, 0.064% active | activity, % at 10 µM | Y. pestis Topo-I cleavage product accumulation, plate reader; in the data active means activity above about 50%, passing the limit was not always enough; inconclusive means no clear call, values can overlap the other calls; further: inactives centre near 2
PfHsp40 rescue: compounds rescuing yeast from Plasmodium falciparum HSP40 toxicity. growth rescue, % at 12.5 µM. 340,000 tested, 0.68% active. S. cerevisiae expressing PfHsp40, growth rescue, ATP luminescence; in the data active means growth rescue above about 28%, passing the limit was not always enough; inconclusive means no clear call, values can overlap the other calls;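 further: yeast W303a lacking pdr1 and pdr3 grown in galactose medium; growth measured after three days at 30 °C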
TcdB GH inh: blocks C. difficile toxin B glycohydrolase activity. P18177. TcdB glycohydrolase enzymatic assay, plate reader. inhibition, % at 9.99 µM. 350,000 tested, 0.24% active; in the data active means inhibition above about 10%
CCHF vOTU inh: CCHFV vOTU protease inhibition; Pep-AMC fluorescence; inhibition, % at 11.5 µM; 370,000 tested, 0.55% active; in the data active means inhibition above about 30%; further: 0% = vehicle wells with enzyme and 100% = no enzyme wells
BoNT A protease: blocks Botulinum neurotoxin A light chain protease; multiplex microsphere protease substrate cleavage, flow cytometry; inhibition, % at 10 µM; 360,000 tested, 0.17% active; AID 588499; further: plate controls were buffer without enzyme for full effect and enzyme alone for no effect
Active calls of the source: *; i = inactive; ? = inconclusive; / = no result given; & = joins results of further samples. Unless noted, no stated cut-off is given here; in the data, active means inhibition above about 30%; inconclusive means no clear call, values can overlap the other calls; inactive means below that.

smiles	PfHsp40 rescue	Vc quorum ag	Yp Topo-I inh	3CLpro inhibitor	DUSP3 inh	PriA SSB inh	CCHF vOTU inh	TcdB GH inh	Anthrax LF prot	BoNT A protease
CSCCC(NS(=O)(=O)c1ccc(C)cc1)C(=O)N1CC=C(c2ccccc2)CC1 (stereo unspecified)	0.3	-1.6	11	/	/	8	1	2.3	-1	1.4
COc1cccc(NC(=O)N(C)C[C@H]2Oc3cc(C#Cc4ccncc4)ccc3S(=O)(=O)N([C@H](C)CO)C[C@H]2C)c1	/	i	12	/	/	/	12	0.3&0.2&-0.7	-47	3.3
COc1cccc(/C=C/C(=O)OCC(=O)NCc2ccco2)c1OC	-0.3	-0.4	-5	4	3	-13	-1	-0.3	1	-0.3
CC(C)C[C@@H](CN1CCCC1CN1C(=S)NC[C@@H]1Cc1ccc(O)cc1)N1C[C@H](Cc2ccc(O)cc2)N(CC2CCCCC2)C1=S (stereo partly specified)	0.1	i	34	/	/	1	29	0.0	-1	-0.3
O=C(CN1CCCCC1)Nc1scc2c1c(=O)oc1ccccc12	-0.6	1.6	3	-4	27	-4	6	0.0	1	-5.8
CCC(Oc1ccc(C)c(C)c1)C(=O)O (stereo unspecified)	-1.1	i	2	2	10	1	-4	/	4	-0.2
CCC(CC)C(=O)N1CC(=O)Nc2ccc(F)cc2C1c1ccccc1 (stereo unspecified)	0.6	-0.6	11	3	6	-8	10	-2.5	16	1.3
O=C(O)c1cn(-c2ccccc2)nc1-c1cccnc1	0.6	i	2	2	4	-18	-7	/	0	1.2
O=C1c2ccccc2C(=O)N1CCCN1C(=O)c2ccccc2C1=O	-0.4	i	-4	/	/	-2	10	0.6	7	0.8
CCN(CC)S(=O)(=O)c1cccc(C(=O)NC(C)C(c2cccs2)N2CCCC2)c1 (stereo unspecified)	0.1	-0.3	7	-1	-2	-13	8	/	4	0.9
Cc1ccc(Oc2cc(C)nc(-c3ccccc3O)n2)cc1	0.1	0.5	7	-3	-6	-76	1	/	1	-0.5
Cn1cnc2cc(NCc3ccccc3O)ccc21	0.2	0.0	-23	1	44	-9	11	-1.1	-16	-1.8
COc1ccccc1-c1oc2ccccc2c1-c1ccc2c(c1)OCO2	-0.7	0.6	-9	/	/	-12	-6	0.9	-2	-0.4
O=C(c1ccc2c3c(cccc13)CC2)C1CCCN(Cc2ccncc2)C1 (stereo unspecified)	1.3	4.2	?	3	18	1	2	3.8	-4	-1.0
CSc1ccc(CN2CCC2(C)C(=O)Nc2cccc(Oc3ccccc3)c2)cc1 (stereo unspecified)	/	-0.6	42	/	/	/	12	-1.6	-1	-0.3
O=C1CCCC1C(=O)Nc1ccc2ccccc2c1 (stereo unspecified)	2.4	-0.6	5	1	24	-8	-6	-0.7	-4	-2.3
CCCCCCn1c(=O)n2n(c1=O)[C@@H]1CN(S(=O)(=O)c3ccc(C)cc3)C[C@]1(O)[C@@H](OC(=O)NCc1ccccc1F)C2	/	-0.4	25	/	/	/	26	2.2	-3	0.2
O=C(O)c1cnn(-c2nc(-c3ccc(Br)cc3)cs2)c1C(F)(F)F	?	i	3	4	11	3	3	1.4	18	-2.4
Cc1ccc(Oc2ncccc2/C=N/OCc2ccc(Cl)c(Cl)c2)cc1	-0.2	-0.9	-4	-3	17	/	7	/	-6	-0.4
CCCN1CCN(CCCNC(=S)Nc2ccc3nc(N4CCN(CC)CC4)cc(C)c3c2)CC1	-1.7	i	3	0	20	3	-13	1.5	-5	3.0
COc1ccc(N(Cc2cc3ccccc3[nH]c2=O)S(=O)(=O)c2ccc(C)cc2)cc1	0.1	-0.4	30	2	13	0	1	1.1	-3	-0.8
NS(=O)(=O)c1ccc(NC(=O)c2cc(-c3ccccc3O)n[nH]2)cc1	-0.6	-8.3	5	-1	-14	-5	-13	0.2	-13	-5.1
O=C(CCn1nc(-c2ccc(Cl)cc2)ccc1=O)N1CCN(c2ccccn2)CC1	-0.7	i	4	2	-11	2	5	/	-1	-0.1
Cc1sc2nc(-c3cccnc3)[nH]c(=O)c2c1-c1ccccc1	-1.5	i	4	0	17	-3	19	1.7	-6	-1.5
O=C(Cc1ccc(Br)cc1)NC1CCCCC1	0.0	-0.2	4	3	-7	-11	0	/	-4	-0.3

Copied from the list:
O=C1CCCC1C(=O)Nc1ccc2ccccc2c1 (stereo unspecified) | PfHsp40 rescue: 2.4
NS(=O)(=O)c1ccc(NC(=O)c2cc(-c3ccccc3O)n[nH]2)cc1 | TcdB GH inh: 0.2
Cc1ccc(Oc2cc(C)nc(-c3ccccc3O)n2)cc1 | PriA SSB inh: -76
COc1cccc(/C=C/C(=O)OCC(=O)NCc2ccco2)c1OC | 3CLpro inhibitor: 4
O=C(CN1CCCCC1)Nc1scc2c1c(=O)oc1ccccc12 | Yp Topo-I inh: 3
CSc1ccc(CN2CCC2(C)C(=O)Nc2cccc(Oc3ccccc3)c2)cc1 (stereo unspecified) | BoNT A protease: -0.3

Returning to the listing; the 2 compounds before the break are reprinted first.
smiles	PfHsp40 rescue	Vc quorum ag	Yp Topo-I inh	3CLpro inhibitor	DUSP3 inh	PriA SSB inh	CCHF vOTU inh	TcdB GH inh	Anthrax LF prot	BoNT A protease
Cc1sc2nc(-c3cccnc3)[nH]c(=O)c2c1-c1ccccc1	-1.5	i	4	0	17	-3	19	1.7	-6	-1.5
O=C(Cc1ccc(Br)cc1)NC1CCCCC1	0.0	-0.2	4	3	-7	-11	0	/	-4	-0.3
C=CCn1c(N)c(C(=O)OCC)sc1=S	-0.2	-7.1	0	0	17	1	-7	/	4	-0.7
O=C(Cn1c2ccccc2c(=O)c2ccccc21)N/N=C/c1cc([N+](=O)[O-])ccc1N1CCCCC1	-0.6	-0.5	1	1	9	/	-11	/	2	2.1
O=C(c1ccccc1-c1nc(-c2ccccc2Cl)no1)N1CCOCC1	0.9	-5.3	4	0	13	-2	3	0.3	-2	0.0
O=P(NC1CCCCC1)(Oc1ccccc1)Oc1ccccc1	-1.9	-3.8	36	/	/	-20	0	1.2	2	0.1
O=C(O)C1CCCCC1C(=O)N1CCN(S(=O)(=O)c2ccc(F)cc2)CC1 (stereo unspecified)	-1.7	-0.4	7	1	6	0	8	0.8	-2	3.3
O=C(O)C1C2CCC(C2)C1C(=O)N1CCCC1 (stereo unspecified)	-1.7	-0.3	-4	-4	8	-1	-3	4.5	-2	-3.0
COc1ccccc1Nc1ccc([N+](=O)[O-])cc1N	-1.8	i	-12	3	53*	32	10	3.8	-1	1.2
Cc1nc2scc(C)n2c(=O)c1S(=O)(=O)NCC1CCN(Cc2ccc(Cl)cc2)CC1	-0.9	i	11	-1	2	-1	-33	-7.4	-1	-1.4
Cc1cccc2c1N(CCOc1ccc(C(C)(C)C)cc1)C(=O)C2=O	-0.8	-0.3	32	2	0	10	12	/	0	-0.8
O=C(CNC(=O)c1ccc(Cl)cc1Cl)OCCOc1ccccc1	-0.4	-0.7	22	/	/	-5	-2	1.6	1	0.9
CCN(CC)CCNC(=O)Cc1c(C(=O)O)n(CC)c2ccccc12	0.8	-0.5	0	-2	6	-5	-12	1.1	-2	-0.4
O=C(CNC(=O)c1ccc(N2C(=O)c3ccccc3C2=O)cc1)OCC(=O)c1ccc(Cl)cc1	-1.3	2.3	1	-9	11	-22	3	-0.7	0	0.6
O=C(O)C1C2C=CC(C2)C1C(=O)NCCCn1ccnc1 (stereo unspecified)	-0.6	i	-3	5	-17	4	1	/	-2	0.3
CCc1cccc(NC(=O)CCCn2nc(C)c3c(C)n(-c4ccccc4)nc3c2=O)c1	-0.2	-0.4	4	-1	15	2	0	2.4	0	1.5
CCCSc1ccc([C@H]2N[C@@](C)(C(=O)OC)[C@H]3C(=O)N(C)C(=O)[C@@H]23)cc1	-1.7	i	-9	/	/	-24	2	0.4	4	-0.6
OCCCc1cn(CC2CCCCC2)nn1	-0.1	i	-7	2	5	-3	-2	2.2	-9	-0.7
O=S(=O)(/C=C/c1ccccc1)c1ccccc1	-0.1	i	7	3	17	-22	-2	/	1	0.2
CS(=O)(=O)c1ccc(Nc2nc(C(N)c3ccccc3)cs2)cc1 (stereo unspecified)	/	-4.0	-13	/	/	/	-3	0.3	-5	-0.2
COc1ccc(CN(Cc2ccc(C(=O)O)cc2)C(=S)Nc2cccc(C)c2)cc1OC	-0.1	-0.1	9	-4	12	0	-9	8.8	0	-0.9
Cc1ccc(S(=O)(=O)N2CCOCC2)cc1NS(=O)(=O)c1ccc(F)c(F)c1	-0.2	-1.6	7	/	/	0	20	1.5	-9	-1.0
CCOc1ccc(NC2=CC(=O)CC(c3ccco3)C2)cc1 (stereo unspecified)	-0.7	i	-3	7	-8	4	1	0.1	1	0.6
O=C(N[C@H](CO)Cc1ccccc1)[C@H]1O[C@@H](n2ccc(=O)[nH]c2=O)[C@H](O)[C@@H]1O	/	/	/	/	/	/	2	1.1	8	0.1
O=C(O)CCc1nn2c3ccccc3nc2n(-c2ccccc2)c1=O	-1.4	i	-3	2	2	-6	2	0.0	-2	-1.1

The list is partial; rates above refer to the full screens.
